Bioassay records: PubChem, National Center for Advancing Translational Sciences (NCATS)
4MU fluor: qHTS Assay for Spectroscopic Profiling in 4-MU Spectral Region; hit rate 11% among 59,000; compound autofluorescence, 340/450 nm, 4-MU equivalents; active compounds read high; max dye-equivalent concentration, M; in the data active = max dye-equivalent concentration above about 10 nM; inconclusive = mostly about 1.1 nM to 9.6 nM
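Compounds in 100 mM Tris, pH 8.0, incubated 15 min at room temperature, then fluorescence read at 340 nm excitation/450 nm emission. Signal converted to 4-MU dye-equivalent concentration using an on-plate six-point 4-MU standard curve.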
Hsp90 Hop PPI: qHTS Assay for Disrupters of an Hsp90 Co-Chaperone Interaction; AlphaScreen TPR2A-His6 binding biotin-Hsp90 C-terminal peptide; Potency, µM (doses to about 57 µM), without a hit: top-dose activity change, negative = inhibition; hit rate 0.44% among 71,000; AID 595, 2007; active = well fitted curve in either direction with a large enough effect; inconclusive = small, poorly fitted or top-dose-only effect, or another doubt; note: potency is the fitted concentration of half-maximal effect; % is set by controls: 0 for no effect and ±100 for the full control effect; many of its hits are not listed in these tables
Fluorescein fluor: qHTS Assay for Spectroscopic Profiling in Fluorescein Spectral Region | Compound autofluorescence, 480/540 nm, fluorescein-equivalent; active compounds read high | max fluorescein-equivalent concentration, M | hit rate 0.91% among 59,000 | AID 593, 2007; in the data active = max fluorescein-equivalent concentration above about 10 nM; inconclusive = between about 1.1 nM and that limit
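Library compounds, added at multiple concentrations to pH 8.0 Tris buffer (100 mM), incubate 15 min at room temperature before CCD imaging at 480 nm excitation and 540 nm emission.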
HADH2 inhib: qHTS Assay for Inhibitors of HADH2 (Hydroxyacyl-Coenzyme A Dehydrogenase, Type II); 3-hydroxyacyl-CoA dehydrogenase type-2 (Homo sapiens), Q99714; recombinant HADH2, NADH fluorescence, beta-hydroxybutyryl-CoA; Potency, µM (titrated, usually from 57.1 µM), for the others: top-dose activity change, negative = inhibition, actives largely listed as inhibitors; hit rate 3.4% among 73,000; AID 886, 2007; note: potency is the fitted concentration of half-maximal effect; % is set by controls: 0 for no effect and ±100 for the full control effect; nearly all actives have a fitted effect of over 60% in size; many of its hits are not listed in these tables
Target sequence (Q99714 whole entry, looked up, one chain of several): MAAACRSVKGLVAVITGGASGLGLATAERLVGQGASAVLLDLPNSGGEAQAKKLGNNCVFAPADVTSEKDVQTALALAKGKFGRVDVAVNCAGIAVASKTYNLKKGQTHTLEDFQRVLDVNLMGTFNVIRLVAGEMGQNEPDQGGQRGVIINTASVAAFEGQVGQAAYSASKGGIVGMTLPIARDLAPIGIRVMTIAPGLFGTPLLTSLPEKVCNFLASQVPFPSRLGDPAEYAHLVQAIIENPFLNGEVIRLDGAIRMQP
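Read-out: 360 nm excitation, 450 nm emission, kinetic over 4 min. Conditions: His-tagged human HADH2 20 nM, pH 9.0 Tris with Tween-20, 1 mM NAD+, 90 uM beta-hydroxybutyryl-CoA.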
Epigenetic mod: qHTS Assay for Epigenetic Modulators; mouse C127i GFP locus derepression, cytometry, 30 h; Potency, µM (series often up to 46.1 µM), for inactives: at the highest dose GFP derepression (activation); hit rate 0.09% among 68,000; note: % of control where 0% means no effect
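Read-out is the number of GFP-positive cells, scored as fluorescent objects 20 to 120 um wide, reflecting derepression of a silenced CMV-GFP reporter in murine C127i cells after 30 h compound exposure at 37 C.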
TexasRed autofl: qHTS Assay for Spectroscopic Profiling in Texas Red Spectral Region. Compound fluorescence, Texas Red channel, 547/618 nm; active compounds read high. max dye-equivalent concentration, M. hit rate 0.06% among 59,000; in the data active = max dye-equivalent concentration above about 10 nM; inconclusive = between about 1.1 nM and that limit
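Compound titrations in 100 mM Tris pH 8.0 were incubated 15 min at room temperature and read at 547 nm excitation / 618 nm emission. Texas Red six-point standard curve on each plate converted fluorescence to dye-equivalent concentration.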
Ub-GFP proteasome: Ubiquitin-GFP Assay; Ubiquitin-GFP reporter cells, proteasome inhibition, GFP fluorescence; response scale: untreated = 0%, 10 µM MG-132 = 100%; Potency, µM (titrated, usually from 45.9 µM), for the others: top-dose activation (GFP accumulation), actives largely listed as activators; 67,000 tested, under 10 active; active = well fitted activation curve with a large enough effect, not every such curve was filed as active; inconclusive = small, poorly fitted or top-dose-only effect, or another doubt; inactive = no such curve, though single readings can be large or run the other way; note: potency is the fitted concentration of half-maximal effect
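Reporter cells (U2OS, ubiquitin-G76V-GFP fusion) are plated overnight, then treated 4 hr at 37 °C with compound titrations from 46 uM down to 2.9 nM. Activity is scaled against untreated cells and 10 uM MG-132.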
HBB splicing: qHTS Assay for Modulators of Hemoglobin Beta Chain Splicing; HBB splicing reporter cell assay, activation; EGFP reporter with mutant IVS2-654 intron; response scale: normalised to 500 nM splice-correcting PNA; Potency, µM (doses to about 46.1 µM), inactives show at the highest dose activation, usual class: activators; hit rate 0.06% among 65,000; AID 925, 2007; note: potency is the fitted concentration of half-maximal effect; 0% is about no effect
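Compounds were applied for 2 days to HeLa EGFP-654 cells, 500/well in Optimem with 2% FCS. The reporter's EGFP is disrupted by mis-splicing of beta-globin intron IVS2-654. Readout: summed well GFP fluorescence from 488 nm laser scanning; reference was 500 nM antisense […] 654 PNA.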
Rhodamine autofl: qHTS Assay for Spectroscopic Profiling in Rhodamine Spectral Region; Rhodamine-region fluorescence, 547/598 nm, Tris buffer; active compounds read high; max dye-equivalent concentration, M; hit rate 0.05% among 59,000; AID 594, 2007; in the data active = max dye-equivalent concentration above about 11 nM; inconclusive = between about 1.1 nM and that limit
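A six-point rhodamine series on each plate calibrates the signal. Compounds sit in 100 mM Tris (pH 8.0) for 15 min at ambient temperature before imaging through 547 nm/598 nm filters.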
Pol III holo inh: qHTS Assay for Inhibitors of DNA Polymerase III Holoenzyme System; reconstituted DNA polymerase III holoenzyme replication, biochemical; hit rate 0.25% among 71,000; Potency, µM (top dose mostly 57.1 µM), for the others: at the top dose activity change, negative = inhibition; AID 603, 2007; note: potency is the fitted concentration of half-maximal effect; % is set by controls: 0 for no effect and ±100 for the full control effect
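Reconstituted *E. coli* holoenzyme (0.35 nM Pol III, 1 nM beta, 154 nM SSB, 2 nM primase) was preincubated with compound for 15 min at RT. Synthesis on 1.4 nM ssM13Gori ran 35 min, then was stopped with PicoGreen/EDTA and read as dsDNA fluorescence.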
ALOX15 inhib: qHTS Assay for Inhibitors of 15-hLO (15-human lipoxygenase) | Polyunsaturated fatty acid lipoxygenase ALOX15 (Homo sapiens), P16050 | Potency, µM (titrated, usually from 57.1 µM), for inactives: at the top dose activity change, negative = inhibition, hits mostly inhibitors | purified 15hLO-1, xylenol orange hydroperoxide absorbance | hit rate 1.4% among 74,000 | AID 887, 2007; note: potency is the fitted concentration of half-maximal effect; % is set by controls: 0 for no effect and ±100 for the full control effect; nearly all actives have a fitted effect of over 55% in size
Target sequence (P16050 whole entry, looked up): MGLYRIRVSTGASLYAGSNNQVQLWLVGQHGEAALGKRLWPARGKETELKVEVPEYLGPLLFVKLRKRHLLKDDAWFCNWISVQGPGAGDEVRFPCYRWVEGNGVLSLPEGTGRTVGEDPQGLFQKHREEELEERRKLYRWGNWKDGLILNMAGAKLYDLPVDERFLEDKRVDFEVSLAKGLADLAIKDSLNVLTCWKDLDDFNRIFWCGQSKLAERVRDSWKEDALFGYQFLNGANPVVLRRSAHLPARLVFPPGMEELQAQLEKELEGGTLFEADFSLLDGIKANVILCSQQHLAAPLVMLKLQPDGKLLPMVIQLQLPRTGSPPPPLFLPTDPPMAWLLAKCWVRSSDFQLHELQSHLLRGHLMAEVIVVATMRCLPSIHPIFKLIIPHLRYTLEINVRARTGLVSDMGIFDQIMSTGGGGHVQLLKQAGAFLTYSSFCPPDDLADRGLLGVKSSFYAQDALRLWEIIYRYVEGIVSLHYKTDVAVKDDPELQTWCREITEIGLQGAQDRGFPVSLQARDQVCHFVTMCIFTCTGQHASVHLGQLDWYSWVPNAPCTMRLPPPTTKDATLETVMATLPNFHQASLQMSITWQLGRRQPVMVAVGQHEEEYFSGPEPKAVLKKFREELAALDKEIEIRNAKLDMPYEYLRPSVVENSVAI
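Inhibition is scored from a chromogenic endpoint. After 15 min enzyme-compound contact, arachidonic acid (50 uM final) reacts 6 min with 40 nM 15hLO-1 at room temperature, then Fe-XO reagent is added for 30 min and absorbance ratio recorded.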
The depositor's hits bear a star; i = inactive; ? = inconclusive; . = no result given; [ ] = dose if it differs, or a comment. Unless noted, calls come from the whole dose curve; as a rule, active = well fitted curve in the direction sought with a large enough effect; inconclusive = small, poorly fitted or top-dose-only effect, or another doubt; inactive = no such curve, though single readings can be large; an effect the other way counts as inactive or inconclusive. An excerpt; count on the stated rates, not on these rows.

SMILES | 4MU fluor | Hsp90 Hop PPI | Fluorescein fluor | HADH2 inhib | Epigenetic mod | TexasRed autofl | Ub-GFP proteasome | HBB splicing | Rhodamine autofl | Pol III holo inh | ALOX15 inhib
O=C(NCCCN1CCOCC1)c1ccccc1-c1ccccc1 | i | -1% | i | 4% | -3% | i | -8% | 9.8% | i | 0% | 9%
COc1cc2c(O)c3c(c(-c4ccc5c(c4)OCO5)c2cc1OC)C(=O)OC3 | . | 0% | . | -21% | 8% | . | 0% | -0.9%[9.22 µM] | . | 1% | -28%
COc1cccc(C(=O)COC(=O)C(C)N2C(=O)c3ccccc3C2=O)c1 (stereo unspecified) | . | 3%[11 µM] | . | 10%[11.4 µM] | -2% | . | 10%[9.17 µM] | -1.5%[0.0738 µM] | . | 22%[11.4 µM] | -3%[11.4 µM]
CN(CC(=O)NC1CCCCC1)S(=O)(=O)c1ccc(Cl)cc1 | i | -3% | i | 0% | -5% | i | -8% | -0.7% | i | -3% | 2%
O=C(c1ccc2nc(-c3ccco3)c(-c3ccco3)nc2c1)N1CCN(c2ccccc2)CC1 | ? | ? | i | 16µM* | 4% | i | 2% | -1.3% | i | 2% | 3.2µM*
CCn1c(SCC(=O)Nc2cc(C)on2)nnc1-c1ccncc1 | ? | -2% | i | -5% | 2% | i | -5% | -0.3%[57.5 µM] | i | 0% | -6%
O=C1c2ccccc2C(=O)c2c(NC3CCCCC3)ccc(Nc3ccc(S(=O)(=O)O)cc3)c21 | i | 4µM* | ? | 3.2µM* | 0%[9.22 µM] | 6.1e-08M* | 5%[9.17 µM] | -1.8%[9.22 µM] | 1.2e-08M* | -15%[11.4 µM] | -27%[11.4 µM]
Cc1ccc(S(=O)(=O)c2cc3c(=O)n4cccc(C)c4nc3n(Cc3ccco3)c2=N)cc1C | 5.6e-08M* | -5% | ? | 60%[activator] | 0% | i | 2% | 7.4%[0.369 µM] | i | ? | ?
OCC1N=C(c2ccccn2)OC1c1ccccc1 (stereo unspecified) | i | -15% | i | -4% | -1% | i | -6% | -1.0% | i | 3% | 17%
Cc1noc(C)c1-c1nccc(Nc2ccc(F)cc2)n1 | i | -1% | i | ? | 5%[9.22 µM] | i | -8% | -0.5% | i | -4% | -29%
CCn1c(SCC(=O)c2ccc(CNC(C)=O)o2)nnc1-c1cccs1 | i | 1% | i | ? | 0% | i | -14% | -2.3% | i | -6% | -13%
CCCCn1c(SCc2ccc(C(=O)OC)o2)nc2cc(S(N)(=O)=O)ccc21 | i | -5% | ? | -1% | 4% | i | 0% | -2.6% | i | -1% | 3%
Cn1c(Cc2ccccc2)nnc1SCC(=O)c1ccc(Br)s1 | i | -2% | ? | 2% | 0% | i | -3% | -0.2% | i | -6% | -3%
CCOC(=O)c1[nH]c(C)c(/C(O)=C2\C(=O)C(=O)N(CCN(C)C)C2c2ccco2)c1C (stereo unspecified) | ? | 0% | i | -9% | 4% | i | -1% | 1.6%[57.5 µM] | i | -4% | -13%
COc1ccc(OCC(O)Cn2c(=N)n(CCN3CCCCC3)c3ccccc32)cc1 (stereo unspecified) | i | ? | i | 10% | 2% | i | 0% | -2.7%[57.5 µM] | i | -5% | -8%
CCCC(c1nnnn1Cc1ccco1)N1CCN(C2CCCC2)CC1 (stereo unspecified) | i | -2% | ? | 6% | 0% | i | -4% | 0.4%[57.5 µM] | i | ? | -46%
Cc1ccc2[nH]c(=O)c(CN(CCCN3CCOCC3)Cc3nnnn3C3CCCC3)cc2c1 | 4.2e-08M* | -2% | ? | -17% | -3% | i | -2% | . | i | -3% | ?
Cc1ccc2c(CC(=O)O)coc2c1 | . | -2% | . | -7% | -2% | . | -10% | -0.9% | . | -3% | ?
Cc1cc(S(=O)(=O)Nc2ccccc2C)ccc1F | i | -2% | i | -4% | -2% | i | 13% | 5.3% | i | -6% | -4%
Cc1ccc(-n2nnnc2SCC(=O)NC(=O)Nc2ccc3c(c2)OCCO3)cc1 | i | -4% | ? | 18% | -1% | i | 4% | -0.7% | i | -3% | -12%
C=CCOC(=O)COCCC(C)C | . | -2% | . | -10% | . | . | . | 0.8% | . | -4% | -13%
CC(C)OC(=O)CSc1nnc(-c2ccc(Cl)cc2Cl)n1N | i | -6% | i | 11% | 0% | i | 7% | -0.4% | i | -3% | -12%
CCCCOCP(=O)(CCCC)COCCCC | . | -2% | . | 7% | -9% | . | 16% | 0.3% | . | -6% | -1%
N#CCCn1c(=O)cnc2cnc(N3CCOCC3)nc21 | ? | 7% | i | -21% | -2%[9.22 µM] | i | 6% | -0.4% | i | -11% | 0%
Cc1noc(C)c1S(=O)(=O)N1CCCC(C(=O)Nc2ccc(Cl)cn2)C1 (stereo unspecified) | i | -2% | i | 3% | -2% | i | 0% | -0.4% | i | 6% | 6%
CCOC(=O)C(C)(C)Sc1ncnc2nc[nH]c12 | i | -4% | i | -1% | 2% | i | 7% | 0.1% | i | 1% | 9%
c1ccc(CNc2ncnc3ccccc23)cc1 | i | 2% | ? | 6% | -2% | i | -3% | -0.3%[57.5 µM] | i | ? | -36%
COc1ccc(N=C(N(C)C)P(=O)(N(C)C)N(C)C)cc1 | i | 1% | i | -1% | -4% | i | -11% | 0.6% | i | -8% | 5%
CC(=O)OC1CC2(C)C(=O)CCC2C2CCc3cc(O)ccc3C12 (stereo unspecified) | i | 2% | i | 13µM* | 0% | i | -9% | -2.1% | i | 3% | -7%
NS(=O)(=O)c1cc2c(cc1Cl)NC=NS2(=O)=O | i | -8% | ? | 4% | 0%[20.6 µM] | ? | 13%[20.5 µM] | 0.2% | i | -6% | -6%
COc1ccc(N2CCN(C(=O)Cn3nnc(-c4ccc(OC)c(OC)c4)n3)CC2)cc1 | i | 0% | i | 40%[activator] | -2% | i | -3% | 0.1%[57.5 µM] | i | -4% | ?
CS(=O)(=O)Nc1ccccc1C(=O)NC1CC2CCC1C2 (stereo unspecified) | ? | -4% | i | 20µM* | -2% | i | -4% | 0.2% | i | -4% | 8%
c1ccc(COc2ccc(Nc3ncnc4nc[nH]c34)cc2)cc1 | . | 2% | . | -12% | . | . | 0% | -0.9% | . | -2% | 7%
Cc1ccccc1CN1C2=NCCN2c2ccccc21 | i | -2% | i | -11% | 4% | i | 2% | -1.2% | i | -1% | -11%
Nc1c(Br)cc(Br)c(N2CCCC2=O)c1Br | . | -3% | . | -11% | 0% | . | -6% | -2.9% | . | 3% | -4%
CCC(=O)N1c2ccccc2-c2nnc(SC)nc2OC1c1ccc(OC)c(OC)c1 (stereo unspecified) | . | -3%[2.3 µM] | . | 7% | . | . | 0% | 0.1% | . | -4% | 1%
COCCNC(=O)C(OC(=O)c1cccs1)c1ccccc1 (stereo unspecified) | i | -1% | ? | 8% | 0% | i | -3% | -2.1% | i | -2% | 2%
